Source: PubChem
LEDGF integ inh: blocks HIV-1 LEDGF/p75-dependent DNA integration; TR-FRET IN-LEDGF/p75 DNA integration, Eu/Cy5; inhibition, % at 3.7 µM; actives 0.64% (n = 370,000);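 active = inhibition above the screen-wide mean plus 3 SD, cut at about 13% in these data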;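 also: signal is the Cy5 over europium emission ratio at 671 and 618 nm; 0% = plate median of compound wells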
PRMT1 inh: inhibitors of human PRMT1. AID 652257. inhibition, % at 2.79 µM. recombinant PRMT1, activity-based probe fluorescence polarization. actives 1.3% (n = 370,000). Q99873;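 active = inhibition above about 21% made by adding two undisclosed values, limit read from the data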
TDP2 absorb: blocks human TDP2 phosphodiesterase activity; recombinant TDP2, T5PNP hydrolysis, p-nitrophenol absorbance 415 nm; actives 0.34% (n = 370,000); O95551; AID 720702; inhibition, % at 12.8 µM;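 active = inhibition above the mean of all tested compounds plus 3 SD, set per campaign, cut at about 25% in these data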;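 also: 0% = DMSO with enzyme and 100% = buffer with substrate but no TDP2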
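Test system: human TDP2 enzyme; Input: 120 nM TDP2 per well; Buffer or medium: Mg2+-containing Tris-HCl buffer, pH 7.5; Reagent: 5 mM T5PNP; Dosing: 12.8 µM single point, 1% DMSO; Incubation: reaction 2 h, 37 °C; Detection: p-Nitrophenol epi absorbance; Read-out: % inhibition relative to enzyme-containing and enzyme-free wells; Replicates: single well per compound.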
KLK7 zymogen act: activates the human kallikrein-7 zymogen. actives 0.9% (n = 370,000). activation, % at 7 µM. P49862. purified proKLK7, EDANS-DABCYL substrate fluorescence; 100% is mature enzyme control, 0% vehicle;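 active = activation above the mean of all tested compounds plus 3 SD, computed per campaign excluding outliers beyond control limits, cut at about 13% in these data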
Tn6 DDE FP: disrupts Tn6 cyclic peptide binding to fibrin D-Dimer-E complex | actives 0.21% (n = 370,000) | Fibrin DD(E) TRITC-Tn6 fluorescence polarization displacement | P02675 | inhibition, % at 8.3 µM;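 active = inhibition above a per-campaign cutoff: mean of compounds within control limits plus 3 SD, cut at about 15% in these data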;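 also: 0% = median of all compound wells on the plate and 100% = blocking peptide control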
Target sequence (P02675 whole entry, looked up): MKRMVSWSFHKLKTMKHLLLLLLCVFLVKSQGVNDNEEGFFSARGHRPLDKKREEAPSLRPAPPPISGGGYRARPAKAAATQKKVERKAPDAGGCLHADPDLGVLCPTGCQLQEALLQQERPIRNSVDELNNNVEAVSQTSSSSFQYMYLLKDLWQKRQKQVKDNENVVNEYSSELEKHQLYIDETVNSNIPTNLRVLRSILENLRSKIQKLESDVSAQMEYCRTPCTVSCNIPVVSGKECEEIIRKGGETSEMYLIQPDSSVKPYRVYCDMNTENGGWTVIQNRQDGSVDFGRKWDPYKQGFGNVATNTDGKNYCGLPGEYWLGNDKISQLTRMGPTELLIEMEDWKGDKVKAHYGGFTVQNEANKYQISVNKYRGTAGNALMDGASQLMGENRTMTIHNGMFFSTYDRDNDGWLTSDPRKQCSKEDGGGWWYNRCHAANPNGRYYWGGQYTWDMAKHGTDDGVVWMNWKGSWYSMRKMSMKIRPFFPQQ
TCR CD3 inh: inhibitors of human TCR-CD3 interaction. TAMRA-labeled TCR probe fluorescence, biochemical. inhibition, % at 9.4 µM. actives 0.37% (n = 360,000). AID 651800; in the data active = inhibition above about 19%;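 also: recombinant mutant TCR 2C K166C tagged with TAMRA read by polarization; 0% = receptor in buffer alone and 100% = receptor with positive control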
UHRF1 MBD2 ctr: UHRF1 methyl-DNA binding inhibition | Q96T88 | actives 0.75% (n = 370,000) | inhibition, % at 4.4 µM | UHRF1 binding to methylated oligo, TR-FRET; in the data active = inhibition above about 21%;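 also: UHRF1 SRA domain binding a hemimethylated CpG hairpin DNA probe; 0% = median of test compound wells and 100% = reference inhibitor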
MBD2 inh: MBD2-methylated oligo binding inhibition. Q9UBB5. TR-FRET, MBD2 binding to methylated oligonucleotide. inhibition, % at 4.4 µM. actives 0.31% (n = 370,000). AID 686964; in the data active = inhibition above about 13%
Target sequence (Q9UBB5 whole entry, looked up): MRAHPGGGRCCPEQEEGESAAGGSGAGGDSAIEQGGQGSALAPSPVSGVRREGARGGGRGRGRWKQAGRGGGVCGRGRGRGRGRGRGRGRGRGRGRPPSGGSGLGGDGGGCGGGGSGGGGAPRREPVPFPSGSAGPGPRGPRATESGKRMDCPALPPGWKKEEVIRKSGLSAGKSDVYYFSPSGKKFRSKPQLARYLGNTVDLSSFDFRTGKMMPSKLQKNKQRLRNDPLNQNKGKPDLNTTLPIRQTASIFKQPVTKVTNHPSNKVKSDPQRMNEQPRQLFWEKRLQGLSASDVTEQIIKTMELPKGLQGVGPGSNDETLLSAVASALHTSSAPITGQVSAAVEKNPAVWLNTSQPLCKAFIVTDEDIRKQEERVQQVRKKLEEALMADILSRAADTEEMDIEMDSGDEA
DDE Tn7 FP inh: inhibitors of Tn7 peptide binding to human fibrin DD(E). FP displacement of FITC-Tn7 peptide from fibrin DD(E); 0% = median of compound wells per plate. inhibition, % at 8.3 µM. actives 0.13% (n = 370,000). AID 720508;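 active = inhibition above the mean of compounds falling within the control limits plus 3 SD of them, cut at about 14% in these data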;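 also: 0% = plate median of compound wells and 100% = 10 µM Aha-Tn7 peptide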
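Assay system: Human clot-derived fibrin DD(E) complex | Buffer or medium: Tris/NaCl/CaCl2 buffer, pH 7.8 | Repeats: One replicate per compound | Benchmarks: Aha-Tn7 high control | Measure: % inhibition scaled between sample-field median and high-control FP | Schedule: 10 min plus 3 h, room temperature | Signal: Fluorescence polarization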
SIAE inh: blocks human sialic acid acetylesterase; Q9HAT2; SIAE FP-Rh probe binding, fluorescence polarization; inhibition, % at 9.66 µM; actives 0.69% (n = 370,000);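 active = inhibition above a cutoff: mean of compounds within the control limits plus 3 SD of those, cut at about 17% in these data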;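 also: 0% = plate median of compound wells and 100% = probe without SIAE protein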
* marks the source's active call; other numbers are inactive results; . = no result given. Not a hit list (roughly 4.6% active in at least one column).

TDP2 absorb	DDE Tn7 FP inh	SIAE inh	UHRF1 MBD2 ctr	LEDGF integ inh	TCR CD3 inh	MBD2 inh	Tn6 DDE FP	KLK7 zymogen act	PRMT1 inh	Molecule
-6	3	0	0	1	6	0	0	-0.3	0	COc1ccccc1CNC(=O)C1CCN(Cc2nc(-c3ccc(Cl)cc3)oc2C)CC1
-4	2	-4	0	6	-8	-6	6	0.6	2	COc1ccc([N+](=O)[O-])cc1NC(=O)Cc1ccc(Cl)cc1
4	0	3	-5	-1	11	-1	3	-0.3	4	CC1=NN(c2ccccc2)C(=O)C1/C=C1/NC(=S)NC1=O (stereo not drawn)
41*	4	6	10	48*	-3	4	2	-4.6	1	COc1cccc(/C=N/Nc2nnc(C)n2N)c1O
-5	5	-7	-1	10	10	1	1	0.3	-3	Cc1ccc(S(=O)(=O)c2c(C)nn(C(C)(C)C)c2OC(=O)c2ccc(Br)o2)cc1
8	-7	1	1	-1	2	-6	-3	-0.2	2	CC1=C(C(=O)N(C(C)C)C(C)C)CC(CC(=O)NCc2ccco2)C(=O)N1Cc1ccccc1 (stereo not drawn)
8	5	4	-3	0	-1	1	-4	0.0	-1	Cc1nnc(SCCn2c(N3CCCCC3)nc3c2c(=O)[nH]c(=O)n3C)s1
-9	5	9	-1	7	-4	3	0	-0.2	2	O=C(c1ccco1)N1CCN(C2CC(=O)N(c3ccc(F)c(Cl)c3)C2=O)CC1 (stereo not drawn)
5	3	2	0	0	8	3	1	-0.5	-4	COC(=O)c1c(C)[nH]c(C(=O)COC(=O)CCc2ccc(OC)c(OC)c2)c1C
6	-5	6	-2	1	7	2	-5	-0.9	4	Cc1nc2ccccc2n1C(C)c1nc2ccccc2n1CC(=O)c1ccc(OC(F)(F)F)cc1 (stereo not drawn)

Further compounds.
TDP2 absorb	DDE Tn7 FP inh	SIAE inh	UHRF1 MBD2 ctr	LEDGF integ inh	TCR CD3 inh	MBD2 inh	Tn6 DDE FP	KLK7 zymogen act	PRMT1 inh	Molecule
8	-5	-1	0	4	-1	-2	3	0.4	-1	CS(=O)(=O)N1CCN(c2ccccc2NC(=S)NC(=O)c2cccs2)CC1
6	3	-7	7	-2	-3	8	-8	-0.6	9	CN=C(Cc1ccccc1)C1=C(O)CC(C)(C)CC1=O
-2	-6	-1	-1	-2	-3	3	-6	0.0	-1	COc1cc(/C=N/NC(=O)c2cc[n+]([O-])cc2)cc(OC)c1OC
-16	2	1	-2	0	7	4	4	0.5	-3	Cc1ccc(S(=O)(=O)NCCSCc2ccccc2)cc1
-4	1	5	6	1	1	1	8	-0.1	-1	COc1ccc(NC(=O)C(C)N=C2NS(=O)(=O)c3ccccc32)cc1S(N)(=O)=O (stereo not drawn)
1	-3	0	3	3	0	-3	8	-0.4	-7	CCC(C)(C)NC(=O)C(c1cccc(OC)c1OC)N(Cc1ccccc1)C(=O)CCC(=O)Nc1cc(C)on1 (stereo not drawn)
2	3	3	-1	0	0	3	-8	-7.7	2	Cc1ccc(Cn2c(NC(=O)c3ccco3)nc3ccccc32)cc1
0	-7	-9	3	1	0	3	-8	2.0	-4	O=C(Nc1sc2c(c1C(=O)NCCCO)CCCC2)c1ccccc1
-12	-10	-8	1	-1	3	-7	1	0.9	-6	Cc1cc(C)n(CC(=O)NNC(=O)c2cncc(Br)c2)n1
-7	-1	2	0	2	-2	4	-3	-0.5	1	CCCC(=O)N1CCN(c2ccc(NC(=O)c3cc4ccccc4o3)cc2Cl)CC1

3 entries from above, ordered by their value in MBD2 inh, lowest first.
smiles	TDP2 absorb	DDE Tn7 FP inh	SIAE inh	UHRF1 MBD2 ctr	LEDGF integ inh	TCR CD3 inh	MBD2 inh	Tn6 DDE FP	KLK7 zymogen act	PRMT1 inh
Cc1cc(C)n(CC(=O)NNC(=O)c2cncc(Br)c2)n1	-12	-10	-8	1	-1	3	-7	1	0.9	-6
CC1=C(C(=O)N(C(C)C)C(C)C)CC(CC(=O)NCc2ccco2)C(=O)N1Cc1ccccc1 (stereo not drawn)	8	-7	1	1	-1	2	-6	-3	-0.2	2
Cc1ccc(S(=O)(=O)NCCSCc2ccccc2)cc1	-16	2	1	-2	0	7	4	4	0.5	-3

Next structures.
TDP2 absorb	DDE Tn7 FP inh	SIAE inh	UHRF1 MBD2 ctr	LEDGF integ inh	TCR CD3 inh	MBD2 inh	Tn6 DDE FP	KLK7 zymogen act	PRMT1 inh	Molecule
-2	-5	-5	1	2	-1	3	-4	-0.2	-1	CCCCN(CC)CCNC(=O)CN(C)S(=O)(=O)c1ccc2c(c1)c(=O)n(C)c(=O)n2C
-11	-3	-2	6	-4	-12	1	-14	0.0	2	CCOc1ccc(OCC(=O)N(CCC2=CCCCC2)c2c(N)n(Cc3ccccc3)c(=O)[nH]c2=O)cc1
7	3	0	4	2	-4	-2	-7	-0.1	4	CCCCCNc1nc2ccccc2nc1NS(=O)(=O)c1cccs1
-13	-6	-1	2	1	0	0	-4	-0.1	-1	COC(=O)[C@@]1(Cc2ccc(F)cc2)[C@H]2c3cc(C(=O)N(C)C)n(Cc4ccccc4)c3C[C@H]2CN1C(=O)c1ccccc1
13	4	8	-1	-1	-6	-6	-5	0.3	8	COc1ccccc1NC(=S)NC12CN3CN(CN(C3)C1)C2
29*	8	2	-2	1	0	-6	3	0.0	-4	O=C(COC(=O)c1nc(Cl)ccc1Cl)c1ccccc1Cl
13	-6	-1	0	-3	-2	-2	-2	0.1	1	O=C(CN(CC1CCCO1)C(=O)CNS(=O)(=O)c1ccc(F)cc1)NCc1ccco1 (stereo not drawn)
8	-5	3	-2	0	0	1	-2	0.6	-1	CC(NC(=O)CSc1nc(=O)cc(N)n1-c1ccccc1)c1ccccc1 (stereo not drawn)
-6	5	-8	0	-1	0	-3	2	-0.3	1	O=C(NC1=NCCS1)c1sc2cc(Cl)cc(Cl)c2c1Cl
-1	1	5	-1	0	5	-5	7	0.1	1	O=C(N1CCCCC1)N1CCN(S(=O)(=O)c2cccc([N+](=O)[O-])c2)CC1

Next part:
TDP2 absorb	DDE Tn7 FP inh	SIAE inh	UHRF1 MBD2 ctr	LEDGF integ inh	TCR CD3 inh	MBD2 inh	Tn6 DDE FP	KLK7 zymogen act	PRMT1 inh	Molecule
-13	2	-2	-1	-1	9	1	2	-0.1	0	COc1ccc(S(=O)(=O)N2CCOc3ccccc32)cc1
8	-2	-8	0	0	1	-4	4	-0.6	-1	CCOc1ccc(C(F)(F)F)cc1NC(=O)COc1ccc(C(F)(F)F)cc1[N+](=O)[O-]
1	3	4	-2	1	0	0	2	0.5	-3	COc1ccc(N(CC(=O)NCc2ccccn2)S(=O)(=O)c2ccccc2[N+](=O)[O-])c(OC)c1
-11	-9	-2	-1	5	1	-7	-2	-0.3	-4	O=C1OC[C@H]2CCCC[C@@H](CO)ON12
3	-3	-1	2	5	-6	-2	4	-0.6	1	CCc1ccc(OCCCCCn2ccnc2)cc1
-3	12	0	-3	-7	-1	1	-2	-0.4	-3	COc1ccccc1CN(C)CC(=O)Nc1ccc(Cl)cc1F
0	-2	-2	0	0	.	-3	2	0.6	-4	O=C1N(Cc2ccccc2)c2ccccc2C12CCCc1oc(CCc3ccccc3)nc12 (stereo not drawn)
10	-4	-4	1	1	2	0	-1	0.8	-4	O=C(CSc1nc2nccnc2c(=O)n1Cc1cccs1)Nc1ccccc1
0	-1	0	0	-1	4	0	-7	-1.0	0	Cn1c(=O)c2c(ncn2CC(N)=O)n(C)c1=O
2	5	7	-1	-4	-5	-4	-2	-0.5	-4	CC(=O)Nc1ccc(Nc2nc(C)cc(C)n2)cc1

(further entries)
TDP2 absorb	DDE Tn7 FP inh	SIAE inh	UHRF1 MBD2 ctr	LEDGF integ inh	TCR CD3 inh	MBD2 inh	Tn6 DDE FP	KLK7 zymogen act	PRMT1 inh	Molecule
5	-11	0	-1	-3	.	1	5	0.1	4	Cc1cccc(CCNC(=O)Cn2nc(-c3ccccc3)ccc2=O)c1
-9	-3	-9	-2	2	-3	-3	1	0.3	-2	CN(C)S(=O)(=O)c1ccc(F)c(C(=O)Nc2ccccc2C(=O)NC2CC2)c1
6	-4	-14	-2	3	7	1	3	-0.1	2	COc1ccc(NC(=O)COC(=O)c2cc([N+](=O)[O-])ccc2N2CCOCC2)cc1
1	5	-5	-1	-3	-6	3	-1	-0.5	2	O=C(COC(=O)C1CC2CCCC(C1)C2=O)Nc1ccc(F)c(Cl)c1 (stereo not drawn)
1	-1	3	2	2	-3	0	-2	-0.2	-2	C[C@@H](C(=O)N[C@H](C(=O)O)c1ccccc1)n1nnc2ccccc2c1=O
-2	0	3	2	-2	3	1	4	-0.7	1	O=C(NCCOC(=O)Nc1cccc2ccccc12)OCc1ccccc1
1	1	-2	0	-2	5	-4	-8	-0.2	1	Cc1cc(C(=O)COC(=O)[C@H](C)NC(=O)c2ccco2)c(C)n1Cc1ccco1
5	5	-1	0	0	1	2	-7	-0.3	9	CC(C)(C)c1ccc(-c2n[nH]c(=S)n2Cc2ccccc2)cc1
3	-2	12	0	3	0	-3	1	-1.0	-2	O=C(CCCl)N1c2ccccc2C=Cc2ccccc21
-11	2	-1	-1	0	3	-2	-1	0.4	-6	COCCC(=O)N1CCC(Oc2ccc(C(=O)N3CCCCC3COC)cc2)CC1 (stereo not drawn)
1	4	4	-1	-3	2	-1	1	-1.2	2	Cc1[nH]c2ccccc2c1/C=N/Nc1ccccn1
7	0	2	-3	0	3	-5	-5	0.1	1	Cc1ccc(-c2noc(CN3CCN(Cc4ccccc4)CC3)n2)cc1
22	-5	7	-4	8	1	-2	2	0.0	-1	COc1cc(NC(C)CCCN)c2ncccc2c1Oc1ccccc1 (stereo not drawn)

Quoted at random: three entries already listed
TDP2 absorb	DDE Tn7 FP inh	SIAE inh	UHRF1 MBD2 ctr	LEDGF integ inh	TCR CD3 inh	MBD2 inh	Tn6 DDE FP	KLK7 zymogen act	PRMT1 inh	Molecule
-2	-5	-5	1	2	-1	3	-4	-0.2	-1	CCCCN(CC)CCNC(=O)CN(C)S(=O)(=O)c1ccc2c(c1)c(=O)n(C)c(=O)n2C
6	-5	6	-2	1	7	2	-5	-0.9	4	Cc1nc2ccccc2n1C(C)c1nc2ccccc2n1CC(=O)c1ccc(OC(F)(F)F)cc1 (stereo not drawn)
1	-3	0	3	3	0	-3	8	-0.4	-7	CCC(C)(C)NC(=O)C(c1cccc(OC)c1OC)N(Cc1ccccc1)C(=O)CCC(=O)Nc1cc(C)on1 (stereo not drawn)

Shown as a hit in TDP2 absorb, of those listed so far:
TDP2 absorb	DDE Tn7 FP inh	SIAE inh	UHRF1 MBD2 ctr	LEDGF integ inh	TCR CD3 inh	MBD2 inh	Tn6 DDE FP	KLK7 zymogen act	PRMT1 inh	Molecule
41*	4	6	10	48*	-3	4	2	-4.6	1	COc1cccc(/C=N/Nc2nnc(C)n2N)c1O
29*	8	2	-2	1	0	-6	3	0.0	-4	O=C(COC(=O)c1nc(Cl)ccc1Cl)c1ccccc1Cl
